Screening data deposited in PubChem BioAssay by National Center for Advancing Translational Sciences (NCATS).
p53ts 32C kill – kills p53ts cells at the permissive temperature; H1299-p53A138V at 32C, ATP luminescence viability, 24 h; Potency, µM (top dose mostly 46.1 µM), for the others: at the top dose activity change, negative = cytotoxicity, hits mostly cytotoxic; 130,000 compounds, 0.93% hits; AID 924;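 further: 0% = DMSO and -100% = full killing by reference compound; nearly all actives have a fitted effect of over 55% in size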
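Viability by ATPlite luminescence after 24 h compound treatment (up to 46 uM) at the permissive 32C. Cells are H1299 carrying p53 A138V. Scale runs from DMSO basal to 100 uM tamoxifen as full kill; AC50 from Hill fits.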
p53ts 39C tox – cytotoxicity in p53ts cells at nonpermissive temperature. Potency, µM (series often up to 46.1 µM), for inactives: top-dose activity change, negative = cell killing, usual class: cytotoxic. H1299-p53A138V viability at 39C, ATP luminescence, 24 h. AID 902. 130,000 compounds, 1.5% hits; further: nearly all actives have a fitted effect of over 55% in size
IkB signaling – IkB pathway inhibition in ABC-DLBCL cells; Potency, µM (titrated, usually from 57.1 µM), without a hit: top-dose IkBa stabilization activation; AID 445; ABC-DLBCL IkBa-CBG/CBR dual luciferase ratio, 4 h; response scale: scaled: untreated 0%, proteasome inhibitor 100%; 110,000 compounds, 0.04% hits; active means well fitted curve in the direction sought with a large enough effect in the signal ratio, not every such curve was filed as active; inconclusive means small, poorly fitted or top-dose-only effect, or a change in a side signal; the % refers to the signal ratio;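 further: the direction sought is a rising ratio; 0% = basal untreated cells and 100% = reference inhibitor full response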
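Curves were fitted separately to fusion (green), unfused (red) and ratio luminescence, then classed by r2, magnitude and activity. Cells: OCI-Ly3, 4 h compound plus doxycycline at 37C; 10 uM MG-132 defined full response.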
Peg3 imprint – induces erasure of genomic imprints in mouse ES cells | mouse ES Peg3-LacZ reporter, beta-gal luminescence, 40 h | Potency, µM (top dose mostly 60.7 µM), for inactives: at the top dose activity change, positive = activation, actives largely listed as activators | 110,000 compounds, 0.02% hits | AID 1948;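 further: 0% = negative control wells on the plate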
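Gelatin-coated wells received 300 freshly trypsinized female ES cells with a Peg3LacZ-Neo reporter on the maternal allele, then incubated 40 hours at 37C. BetaGlo was added for 5 minutes at room temperature before a single luminescence read.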
* hit, by the source's call; ? = inconclusive; · = no result given; & = joins results of further samples; [ ] = another dose, or the depositor's remark. Unless noted, the call rests on the fitted dose curve; in most records, active means well fitted curve in the direction sought with a large enough effect; inconclusive means small, poorly fitted or top-dose-only effect, or another doubt; inactive means no such curve, though single readings can be large; an effect the other way counts as inactive or inconclusive. Unless noted, on the % scale 0 is the no-effect control and ±100 the full control effect; potency means the concentration at half of the fitted maximal effect. Some of the compounds tested. The share of hits here may be higher or lower than overall.

SMILES	p53ts 32C kill	p53ts 39C tox	IkB signaling	Peg3 imprint
CNC(C(=O)c1ccccc1)C(OC)c1ccccc1 (stereo not drawn)	0.5%	-5.8%	2.1%	-12.1%
COC(=O)N1CCC2(CCN(CC(C)C)CC2)CC1	4.9%	10.9%	2.5%[11.4 µM]	·
Cc1ccc(C(=O)c2ccc(CC(=O)O)n2C)cc1	-9.9%	-0.7%	1.8%[25.6 µM]	-45.1%[inhibitor]
C1C[C@@H]2CN(CCCN3CCOCC3)[C@@H](C1)O2	-3.2%[9.22 µM]	-6.8%[9.22 µM]	0.6%[11.4 µM]	12.5%[10.9 µM]
O=[N+]([O-])c1cc([As](=O)(O)O)ccc1O	-8.5%	-1.9%	-2.0%[25.6 µM]	-4.1%
CCCCn1c(O)c(C=NCCCn2ccnc2)c(=O)[nH]c1=O	-1.6%	7.5%	-3.0%	-5.7%
COC(=O)C1C2c3ccccc3OC1(C)N=c1s/c(=C/c3cnn(C)c3C)c(=O)n12 (stereo not drawn)	-6.7%	-10.3%	3.3%	-7.9%
CN(CC(=O)N1CCc2ccccc21)S(=O)(=O)c1cccs1	?	-28.5%	-1.9%	2.3%
CCCCn1c(O)c(C(CC)=NCCCN(C)C)c(=O)[nH]c1=O	3.0%	2.8%	-0.5%	-20.8%
CCCCC/C=C\C/C=C\C/C=C\C/C=C\CCCC(=O)Nc1ccc(O)cc1	?	?	?	-13.3%

SMILES	p53ts 32C kill	p53ts 39C tox	IkB signaling	Peg3 imprint
c1ccc(-c2ccccc2)cc1	-5.9%[1.84 µM]	15.5%	0.7%	-0.1%
Cc1occc1C(=O)N1CCC2(CC1)OCCO2	-3.8%	11.4%	0.6%	-9.0%
C[C@@]12CCC(O)C[C@H]1CCC1C2CC[C@]2(C)C(=O)CCC12 (stereo partly drawn)	-5.0%	-6.9%	·	-22.6%
CC(=O)OCC1=C(C(=O)O)N2C(=O)C(NC(=O)CCCC(N)C(=O)O)C2SC1 (stereo not drawn)	2.2%	4.8%	·	-2.0%
FC(F)(F)c1ccc2c(c1)nnn2C1CCN(Cc2nnnn2Cc2ccccc2)CC1	5.2%	-6.3%	?	-18.5%
O=C(CC1CCCCC1)c1c(O)c2ccccc2oc1=O	-6.2%	?	?	-37.6%[inhibitor]
Cn1c2c(c3ccccc31)CCNCC2	-4.0%	-5.8%	·	-55.9%[inhibitor]
CN1CCc2cccc(Cl)c2CC1	-11.8%	7.5%	-1.5%	-15.2%
COC1=CC23CCCN2CCc2cc4c(cc2C3C1O)OCO4 (stereo not drawn)	-21.4%	-7.6%	·	-18.3%
Cn1nc(N)c2c1N=P(N1CCOCC1)(N1CCOCC1)N=C2c1ccccc1	5.6%	-2.4%	0.6%	1.1%

SMILES	p53ts 32C kill	p53ts 39C tox	IkB signaling	Peg3 imprint
CC(C)(OO)c1ccccc1	-2.5%[1.84 µM]	-3.1%	0.0%	3.0%
CCCN1C2CCCC1CC(NC(C)=O)C2 (stereo not drawn)	8.1%	-13.7%	-0.4%	0.8%
CCOc1ccc(C(NC(=O)c2cc(OC)c(OC)c(OC)c2)c2cc(Cl)c3cccnc3c2O)cc1 (stereo not drawn)	-0.5%	?	0.6%	-34.0%[inhibitor][10.9 µM]
O=C(Nc1cccc(OC(=O)N2CCOCC2)c1)N1CCOCC1	-1.5%	14.7%	-2.3%	-18.8%
Cc1oc(-c2cccc(Cl)c2)nc1CN1CCC(C(=O)NCCCN2CCN(c3cccc(Cl)c3)CC2)CC1	-17.3%	10µM*	?	-9.0%[10.9 µM]
Cc1cccc(NC(=O)Cn2cc(C(=O)c3ccccc3)c3ccccc32)c1	15.1%	-5.5%	?	-15.4%[10.9 µM]
CC1=CC(=O)NP(=O)(Oc2ccc3ccccc3c2)N1 (stereo not drawn)	-10.8%	-7.0%	?	-16.1%
Cc1oc(-c2ccc(Cl)cc2)nc1CN1C(=O)CN=C(c2ccccc2)c2ccccc21	1.7%	?	?	-13.3%[10.9 µM]
CC1CN=C(Nc2ccccc2)S1 (stereo not drawn)	6.1%	-3.1%	·	·
CN1C(=O)C(C2(C#N)CCCCC2)C(=O)N(C)C1=O	-6.9%	5.1%	0.9%	-3.7%

SMILES	p53ts 32C kill	p53ts 39C tox	IkB signaling	Peg3 imprint
COc1cc2c(cc1O)C[C@H]1c3c(cc(O)c(OC)c3-2)CCN1C	1.9%[20.6 µM]	23.5%[20.6 µM]	-1.0%[11.4 µM]	-2.3%[16.8 µM]
CCC(=Nc1ccccc1NC(C)=O)c1c(O)n(C)c(=O)n(C)c1=O	0.5%	0.2%	-1.3%	-2.3%
COc1cc2ccccc2c2cc([N+](=O)[O-])oc12	?	-29.4%[9.22 µM]	?	-28.6%[10.9 µM]
CCOC(=O)c1c(N)n(CCN2CCCCC2)c2nc3ccccc3nc12	-3.5%	-3.5%	0.5%	-7.8%
O=C(CSc1ccccc1)N1CCC2(CC1)OCCO2	0.9%	-2.4%	-2.2%	-10.5%
CCCC1=C(C(=O)OCC)C2(C(=O)Nc3ccc(C)cc32)C(C#N)=C(N)O1 (stereo not drawn)	7.4%	-2.7%	-0.5%	0.9%
CCN(CC)C(=O)c1ccc(N2C(=O)C3CC=C(Cl)CC3C2=O)cc1 (stereo not drawn)	0.4%	11.3%	-2.3%	-10.8%
N[C@@H](Cc1c[nH]c2ccccc12)c1nnc(SCc2c(F)cccc2Cl)o1	5.0%	-5.5%	4.0%	-8.5%
COc1ccc(C[C@H]2c3cc(OC)c(OC)cc3CCN2C)cc1OC	-7.7%[20.6 µM]	-5.1%[20.6 µM]	1.8%[11.4 µM]	-10.7%[16.8 µM]
CC(C)OC(=O)Cc1ccccc1	-4.1%[1.84 µM]	-13.5%	0.6%	5.3%

SMILES	p53ts 32C kill	p53ts 39C tox	IkB signaling	Peg3 imprint
Cn1cc(C(=O)N2CCC3(CC2)OCCO3)c2c3ccccc3n(C)c2c1=O	9.8%	-9.9%	-0.2%	-8.8%
C[n+]1ccc(-c2ccncc2)cc1	1.7%	-10.8%	0.2%	6.3%
O=C1CSC2N1CCNC21CCCCC1 (stereo not drawn)	-3.2%	8.6%	1.1%	·
COc1cccc(N2C(=O)CC(=O)NC2=O)c1	11.2%	2.3%	-1.1%	-4.4%
Cc1ccc2c(c1)CC1(CN2C)C(=O)NC(=O)N(C(C)C)C1=O (stereo not drawn)	-0.9%	6.7%	0.9%	8.7%
Cn1c(=O)n(CC(=O)N2CCC3(CC2)OCCO3)c(=O)c2ccccc21	-3.1%	8.8%	-0.6%	-12.6%
O=[N+]([O-])c1c2ccccc2cc2ccccc12	7.7%[1.84 µM]	-12.4%	1.8%	-7.8%
NCc1cc(=O)[nH]o1	2.3%&12.1%	1.3%&9.0%	-0.1%&-6.8%	-4.1%&-6.2%
CCCCn1c(O)c(C(CC)=NCCc2ccccc2)c(=O)[nH]c1=O	13.3%	8.8%	?	-10.9%
Cc1ccc(-n2nc(C)c3c2NC(=O)CSC3c2ccc(O)cc2)cc1Cl (stereo not drawn)	9.3%	3.2%	?	-11.4%[10.9 µM]

Exported as labelled records: part of the list above.
Cc1ccc2c(c1)CC1(CN2C)C(=O)NC(=O)N(C(C)C)C1=O (stereo not drawn)
  p53ts 32C kill: -0.9%; p53ts 39C tox: 6.7%; IkB signaling: 0.9%; Peg3 imprint: 8.7%
O=C1CSC2N1CCNC21CCCCC1 (stereo not drawn)
  p53ts 32C kill: -3.2%; p53ts 39C tox: 8.6%; IkB signaling: 1.1%; Peg3 imprint: ·
Cn1c(=O)n(CC(=O)N2CCC3(CC2)OCCO3)c(=O)c2ccccc21
  p53ts 32C kill: -3.1%; p53ts 39C tox: 8.8%; IkB signaling: -0.6%; Peg3 imprint: -12.6%

(listing goes on)
SMILES	p53ts 32C kill	p53ts 39C tox	IkB signaling	Peg3 imprint
O=C(C1CCN(S(=O)(=O)N2CCOCC2)CC1)N1CCC2(CC1)OCCO2	-2.7%	-3.3%	-1.5%	-20.1%
Cc1ccc(-n2c(O)c(C=NC3CCCC3)c(=O)[nH]c2=O)c(C)c1	9.3%	-9.9%	-0.1%	-0.8%
CCC1(CCSC(=N)N)C(=O)NC(=O)NC1=O	5.8%[9.22 µM]	10.0%[9.22 µM]	3.1%[11.4 µM]	-15.4%[10.9 µM]
CCOc1ccc(CN(CCc2ccc3c(c2)OCO3)Cc2cc(OC)ccc2O)cc1	-19.1%	-14.8%	?	-11.0%[10.9 µM]
CCC(=NCCCN1CCOCC1)c1c(O)n(Cc2ccccc2)c(=O)[nH]c1=O	14.8%	11.2%	-2.3%	-20.6%
NCC(N)C(=O)c1ccccc1 (stereo not drawn)	-5.8%	0.0%	·	-17.4%
O[N+]1=CC=CCC1=S.On1ccccc1=S.[Zn]	0.794µM*	3.98µM*	·	-30.7%[inhibitor]
Cc1c2cnn(CC(=O)N3CCC4(CC3)OCCO4)c(=O)c2c(C)n1Cc1ccccc1	7.1%	0.9%	·	·
Cc1nnc(NC(=O)c2cccn(Cc3cccc(Cl)c3)c2=O)s1	-1.9%	2.0%	-0.1%	-19.5%[10.9 µM]
N#CC(C#N)=NNc1ccc(OC(F)(F)F)cc1	?	-19.4%	·	-66.4%[inhibitor]

SMILES	p53ts 32C kill	p53ts 39C tox	IkB signaling	Peg3 imprint
Oc1ccc(C2NCc3ccccc3-n3cccc32)cc1Cl (stereo not drawn)	8.8%	13.4%	0.6%	-4.4%
O=C(C1CCC(=O)N1C1CCCCC1)N1CCC2(CC1)OCCO2 (stereo not drawn)	-3.8%	-6.7%	0.0%	3.4%
CCOP(=S)(OCC)Oc1cc(C)nc(C(C)C)n1	?	5.3%	-1.6%	4.7%
O=C1NC(=O)N(CCC2=CCCCC2)C(=O)/C1=C/c1ccc(O)cc1	?	3.5%	·	·
CCOC(=O)C1=C(C)N(C)C2(C)CC1c1ccccc1O2 (stereo not drawn)	-2.0%	-5.8%	-2.2%	-3.2%
CC(C)(C)n1c(O)c(C=Nc2ccc3c(c2)CCC3)c(=O)[nH]c1=O	8.8%	9.4%	-0.9%	-2.6%
O=c1c2ccccc2nc(-c2ccco2)n1-c1ccccn1	3.2%	3.4%	-0.3%	-3.3%
c1ccc(CN2CCC3(CCNCC3)CC2)cc1	-2.7%	0.3%	3.4%[11.4 µM]	·
Cc1ccc(CN2C(=O)NC(=O)C3(Cc4c(nc5ccccn5c4=O)N4CCCCCC43)C2=O)cc1 (stereo not drawn)	12.3%	5.8%	4.1%	-13.7%
Cn1c(C(=O)N2CCC3(CC2)OCCO3)cc2c(=O)n(C)c3ccccc3c21	2.3%	-14.5%	-1.0%	2.7%

SMILES	p53ts 32C kill	p53ts 39C tox	IkB signaling	Peg3 imprint
O=S1(=O)N(Cc2ccccc2)CCCN1Cc1cccc(Cl)c1	-3.1%	-26.0%	0.5%	-10.5%[10.9 µM]
CCC(C(=O)O)C1CCC(C)C(C(C)C(O)C(C)C(=O)C(CC)C2OC3(C=CC(O)[C@@]4(CC[C@](C)(C5CC[C@@](O)(CC)C(C)O5)O4)O3)C(C)CC2C)O1 (stereo partly drawn)	32.7%[activator]	-6.9%	·	-25.1%
COC(=O)C1C(c2ccccc2)C2C(=O)c3c(OC)cc(OC)cc3O[C@@]12c1ccc(OC)cc1 (stereo partly drawn)	-5.6%[9.22 µM]	-12.2%[9.22 µM]	·	·
CCOC(=O)C1CCN(/C=C2/C(=O)NC(=O)N(Cc3ccco3)C2=O)CC1	-3.5%	-4.2%	-2.3%	-5.6%
Nc1ccc(Cl)cc1	5.1%[1.84 µM]	-9.8%	8.1%	-5.6%
C[C@H]1CC[C@@]2(NC1)O[C@@H]1C[C@H]3[C@@H]4CC=C5C[C@@H](O)CC[C@]5(C)[C@@H]4CC[C@]3(C)[C@@H]1[C@@H]2C	0.4%[20.6 µM]	2.8%[20.6 µM]	0.9%[25.6 µM]	7.5%[16.8 µM]
Cc1o[nH]c(=O)c1C[C@@H](N)C(=O)O	3.3%	-6.3%	-0.2%	0.9%
CN(C)C(=S)SSC(=S)N(C)C	-21.3%[1.84 µM]	89.7%[activator]	6.31µM*	-83.8%&8.3%[inhibitor]
CC(C)CC(C)N (stereo not drawn)	0.6%[1.84 µM]	6.2%	-1.3%	2.1%
C=C1[C@@H](O)C2C=CC[C@H](C)C(=O)[C@@](C)(O)C=C[C@@H](OC(C)=O)[C@@]23C(=O)N[C@H](Cc2ccccc2)[C@@H]3[C@@H]1C (stereo partly drawn)	-10.3%	?	1.4%	-5.2%
